Compound activity deposited in PubChem by National Center for Advancing Translational Sciences (NCATS).
FLuc counter – qHTS profiling assay for firefly luciferase inhibitor/activator using purifed enzyme and Km concentrations of substrates (counterscreen for miR-21 project); Luciferin 4-monooxygenase (Photinus pyralis), P08659; purified FLuc, Km substrates, luminescence inhibition; Potency, µM (highest dose often 57.5 µM), without a hit: at the highest dose activity change, negative = inhibition, usual class: inhibitors; hit rate 6.9% among 360,000;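 note: potency is the fitted concentration of half-maximal effect; plate controls were vehicle for no effect and reference inhibitor for full effect; nearly all actives have a fitted effect of over 55% in size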
Target sequence (P08659 whole entry, looked up): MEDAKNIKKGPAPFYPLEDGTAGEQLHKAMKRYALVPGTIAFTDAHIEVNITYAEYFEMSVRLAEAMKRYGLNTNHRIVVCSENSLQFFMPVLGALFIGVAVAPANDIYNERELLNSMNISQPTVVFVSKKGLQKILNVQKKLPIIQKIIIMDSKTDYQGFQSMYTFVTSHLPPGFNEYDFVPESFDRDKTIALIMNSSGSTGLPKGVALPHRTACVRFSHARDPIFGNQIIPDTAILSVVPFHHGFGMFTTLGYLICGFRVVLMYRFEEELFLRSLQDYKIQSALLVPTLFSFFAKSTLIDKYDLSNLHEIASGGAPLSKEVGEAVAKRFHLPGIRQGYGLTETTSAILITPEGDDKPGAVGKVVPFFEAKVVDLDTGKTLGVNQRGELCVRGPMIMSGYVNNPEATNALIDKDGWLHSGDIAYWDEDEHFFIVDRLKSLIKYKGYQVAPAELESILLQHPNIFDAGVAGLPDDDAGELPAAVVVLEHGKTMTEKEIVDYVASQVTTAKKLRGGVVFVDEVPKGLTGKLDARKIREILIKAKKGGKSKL
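Purified P. pyralis luciferase (10nM final) with 10uM D-luciferin and 10uM ATP (Km levels) in 50mM Tris acetate pH 7.5, 10mM Mg acetate, 0.01% Tween-20, 0.05% BSA; qHTS 6-point titration, ~60 µM downward; luminescence read.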
p53 reactivation – qHTS assay for re-activators of p53 using a Luc reporter. H1299 p53-A138V BP100-luciferase reporter, luminescence, 24 h. Potency, µM (highest dose often 92.2 µM), for the others: at the top dose activity change, positive = activation, actives largely listed as activators. hit rate 0.063% among 320,000. AID 504706, 2011; note: potency is the fitted concentration of half-maximal effect; % of control where 0% means no effect; nearly all actives have a fitted effect of over 45% in size
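p53-null H1299 cells stably carrying temperature-sensitive p53-A138V and a BP100-luciferase reporter were pinned with compounds (4-point, 1:5 series) and held 24 hrs at 37 deg C. Luminescence was read 10 min after detection reagent.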
NPC1 prom act – qHTS Assay for NPC1 Promoter Activators; Huh7 NPC1 promoter luciferase reporter, 24 h; Potency, µM (doses to about 9.22 µM), for the others: at the top dose activation, actives largely listed as activators; AID 485313, 2010; hit rate 2.4% among 320,000;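 note: potency is the fitted concentration of half-maximal effect; % of control where 0% means no effect; nearly all actives have a fitted effect of over 60% in size; reporter is driven by a mutant NPC1 promoter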
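Compounds in DMSO were transferred onto Huh7 NPC1-luciferase reporter cells pre-incubated 2 h; after 24 h at 37 °C, Amplite reagent was dispensed and luminescence recorded 10 min later.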
Giardia killer – Small Molecules that selectively kill Giardia lamblia: qHTS. Giardia lamblia trophozoite viability. activity change, % at 7.66 µM, hits read low. hit rate 0.15% among 340,000; in the data active = activity change below about -80%; inconclusive = between about -30% and that limit;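 note: parasites exposed to compound for two days anaerobically before the ATP read; % is set by controls: 0 for no effect and ±100 for the full control effect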
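Trophozoites 100 cells/well + cpd; 48 hrs, 37 deg C, anaerobic. ATPLite 1-Step added, 15-30 min RT, luminescence read (ATP-based viability).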
Rab9 prom act – qHTS Assay for Rab9 Promoter Activators. hit rate 2.8% among 320,000. Potency, µM (series often up to 9.22 µM), inactives show top-dose activation, negative = inhibition, hits mostly activators. Huh7 Rab9 promoter-luciferase reporter, luminescence, 24 h; note: potency is the fitted concentration of half-maximal effect; % of control where 0% means no effect; nearly all actives have a fitted effect of over 60% in size
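Quantitative HTS format; Huh7 Rab9-luciferase reporter cells (1500/well) receive compound 2 h post-plating, incubate 24 h at 37 °C, then get luciferase reagent for 10 min before luminescence reading.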
BRCA1 expr act – qHTS Assay to Identify Small Molecule Activators of BRCA1 Expression; MCF7-BRCA1-FFLuc reporter, luminescence, 48 h; response scale: scaled: vehicle 0%, 10 µM genistein 100%; Potency, µM (series often up to 46.1 µM), without a hit: top-dose activation, most hits filed as activators; hit rate 1.1% among 380,000; AID 624202, 2012; note: potency is the fitted concentration of half-maximal effect; nearly all actives have a fitted effect of over 80% in size; some results filed as inactive show a strong effect at the top dose
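MCF7-BRCA1-FFLuc cells, 2000/well in phenol-red-free MEM, attached 2 h then treated 48 h at 37 C. Luciferase luminescence read 15 min after reagent; normalized to genistein maximum activation (10microM) and DMSO, concentration-response fitted.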
RORg inh – qHTS for inhibitors of ROR gamma transcriptional activity; Drosophila S2 Gal4-RORgamma UAS-luciferase reporter, 20 h; Potency, µM (titrated, usually from 53.6 µM), for the others: top-dose activity change, negative = inhibition, hits mostly inhibitors; Nuclear receptor ROR-gamma (Mus musculus), P51450; hit rate 5.4% among 310,000; note: potency is the fitted concentration of half-maximal effect; % is set by controls: 0 for no effect and ±100 for the full control effect; nearly all actives have a fitted effect of over 60% in size
Target sequence (P51450 whole entry, looked up, the tested form may be a part): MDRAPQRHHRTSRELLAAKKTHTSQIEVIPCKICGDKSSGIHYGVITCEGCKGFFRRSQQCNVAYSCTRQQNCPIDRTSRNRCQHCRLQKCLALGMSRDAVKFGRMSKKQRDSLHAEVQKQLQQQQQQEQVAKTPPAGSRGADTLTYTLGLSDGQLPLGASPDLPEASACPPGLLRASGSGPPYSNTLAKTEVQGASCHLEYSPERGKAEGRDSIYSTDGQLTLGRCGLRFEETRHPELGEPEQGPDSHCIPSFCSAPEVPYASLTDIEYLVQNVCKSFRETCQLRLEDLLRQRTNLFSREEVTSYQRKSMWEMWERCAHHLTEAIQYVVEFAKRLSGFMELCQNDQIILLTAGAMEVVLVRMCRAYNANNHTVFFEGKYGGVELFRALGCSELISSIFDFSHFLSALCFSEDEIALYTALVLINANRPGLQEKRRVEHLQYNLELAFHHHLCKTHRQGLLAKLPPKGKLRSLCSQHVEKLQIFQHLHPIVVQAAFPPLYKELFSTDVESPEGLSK
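Read-out: Photinus luciferase luminescence; inhibitors lower reporter signal. Insect Schneider cells with Gal4-ROR gamma fusion under metallothionein promoter, UAS reporter; 700 uM final copper sulfate induction, 20 hr, ambient temperature.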
Menin-MLL TR inh – qHTS Assay for Inhibitors Targeting the Menin-MLL Interaction in MLL Related Leukemias: Competition With Texas Red Labeled MLL-derived Mutant Peptide; O00255; Menin + Texas Red MLL mutant peptide, fluorescence polarization; Potency, µM (highest dose often 61.6 µM), for the others: at the highest dose FP activity change, negative = inhibition, hits mostly inhibitors; hit rate 0.23% among 270,000; AID 1768, 2009; active = well fitted inhibition curve with a large enough effect in the polarisation, with a control signal flat, not every such curve was filed as active; inconclusive = small, poorly fitted or top-dose-only effect, or effect the other way, or a change in a side signal; inactive = no such curve, though single readings can be large or run the other way; the % refers to the polarisation; note: potency is the fitted concentration of half-maximal effect; % of control where 0% means no effect; many of its hits are not listed in these tables
ELG1 genotox – qHTS screen for small molecules that induce genotoxicity in human embryonic kidney (HEK293T) cells expressing luciferase-tagged ELG1; HEK293T ELG1-luciferase reporter, luminescence, 16 h; Potency, µM (doses to about 46 µM), inactives show at the top dose activity change, positive = activation, actives largely listed as activators; hit rate 1.3% among 330,000; note: potency is the fitted concentration of half-maximal effect; % of control where 0% means no effect; nearly all actives have a fitted effect of over 60% in size
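Quantitative HTS format in 1536-well plates. HEK293T ELG1-luciferase reporter cells receive test compound and are incubated 16 hr at 37 °C, 5% CO2; ONE-Glo added, 30 min room temperature, then luminescence read.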
PKM2 activator – qHTS Assay for Activators of Human Muscle isoform 2 Pyruvate Kinase; Pyruvate kinase PKM (Homo sapiens), P14618; purified PKM2, Kinase-Glo ATP luminescence, activation; response scale: 0% is enzyme alone, no compound; Potency, µM (doses to about 57.5 µM), inactives show at the top dose activation, hits mostly activators; hit rate 0.34% among 260,000; AID 1631, 2009; note: potency is the fitted concentration of half-maximal effect; % is set by controls: 0 for no effect and ±100 for the full control effect; nearly all actives have a fitted effect of over 55% in size
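Purified hPK-M2 (>95%) run at intermediate activity with 0.1 mM ADP and 0.5 mM PEP in 50 mM imidazole pH 7.2, KCl, MgCl2; 1 h room temperature. ATP formed read by Kinase-Glo luminescence; normalized to uninhibited and no-enzyme controls.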
VP16 counter – VP16 counterscreen qHTS for inhibitors of ROR gamma transcriptional activity. AID 2546, 2010. Potency, µM (series often up to 53.6 µM), for inactives: top-dose activity, negative = inhibition, usual class: inhibitors. hit rate 3.5% among 310,000. Drosophila S2 Gal4-VP16 UAS-luciferase, luminescence, 20 h;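 note: Gal4-VP16 expression switched on by copper sulfate through the metallothionein promoter; potency is the fitted concentration of half-maximal effect; % is set by controls: 0 for no effect and ±100 for the full control effect; nearly all actives have a fitted effect of over 50% in size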
The depositor's hits bear a star; ? = inconclusive; . = no result given; [ ] = another dose, or the depositor's remark. Unless noted, calls come from the whole dose curve; as a rule, active = well fitted curve in the direction sought with a large enough effect; inconclusive = small, poorly fitted or top-dose-only effect, or another doubt; inactive = no such curve, though single readings can be large; an effect the other way counts as inactive or inconclusive. Some of the compounds tested; count on the stated rates, not on these rows.

SMILES	FLuc counter	p53 reactivation	NPC1 prom act	Giardia killer	Rab9 prom act	BRCA1 expr act	RORg inh	Menin-MLL TR inh	ELG1 genotox	PKM2 activator	VP16 counter
Cc1ccc(-n2c(SCC(=O)Nc3cccc(S(=O)(=O)NC4=NCCCCC4)c3)nc3ccccc3c2=O)cc1C	-14.8%	0.6%	-1.8%	-8.1	1.4%	-35.1%	36.2%	19.5%	4.9%	-5.3%	-0.9%
O=C(O)/C=C/C(=O)Nc1ccccc1-c1ccccc1NC(=O)/C=C/C(=O)O	-4.0%	0.6%	-0.9%	-8.7	-0.1%	-2.9%	-1.6%	7.7%	1.8%	?	?
O=C(N/N=C/c1ccc(OCC(=O)N2CCCCC2)cc1)c1ccccc1	?	6.1%	1.4%	-15.8	3.1%	6.0%	28.8%	-15.9%	-3.0%	4.0%	3.4%
COc1ccc(Nc2nnc(SCC3CCCCO3)s2)cc1 (configuration not stated)	?	29.4%	12.8%	-5.4	22.5%	52.4%	24.7%	14.1%	4.5%	-6.5%	6.8%
COc1ccc(CC(=O)NCC2(c3ccc(OC)c(OC)c3)CCOCC2)cc1	-2.4%	0.0%	1.5%	-4.2	-1.1%	-5.0%	6.1%	0.0%	-0.1%	-14.4%	-0.1%
O=S(=O)(NCCN1CCOCC1)c1cc(Cl)ccc1Cl	6.5%	3.1%	-3.8%	-3.9	-2.7%	-2.2%	-0.5%	3.0%	-5.3%	9.7%[11.5 µM]	-5.2%
Cc1n[nH]c(C)c1S(=O)(=O)N1CCN(c2ccccn2)CC1	-0.2%	.	.	-15.6	.	-3.9%	19.4%	1.1%	.	1.6%	-4.1%
COc1ccc2[nH]cc(CCNC(C)=O)c2c1	.	.	13.6%[46.1 µM]	-6.1	?	3.8%	0.4%	?	.	.	12.2%
N#C/C(=C\N1CCCCC1)S(=O)(=O)c1ccc(Cl)cc1	-0.7%	-4.4%	-3.6%	-16.4	-6.2%	-4.1%	2.4%	.	-2.1%	4.5%	-0.4%
CC(C)N(C(=O)c1ccc(C(=O)Nc2ccc([N+](=O)[O-])cc2)cc1)C(C)C	-1.1%	0.3%	-2.7%	5.2	-3.8%	-9.9%	-15.2%	6.9%	2.7%	7.5%	2.8%
NNC(=S)Nc1c(Br)cc(F)cc1Br	-1.5%	-6.4%	-0.2%	17.1	-1.2%	-7.4%	6.31µM*	.	-5.1%	5.1%	?
COc1ccc(/C=C2\SC(=S)N(CC(=O)OCC(=O)Nc3ccc([N+](=O)[O-])cc3OC)C2=O)cc1	23.9µM*	5.7%	5.0%	15.8	13.4%	0.6%	-12.4%	?	2.8%	-6.7%	7.8%
COc1cc(/C=N/n2nnnc2Nc2ccccc2)cc(OC)c1OC	?	-5.5%	0.4%	-1.6	-2.1%	-45.1%	43.3%	-11.8%	-1.6%	-6.0%	2.3%
Cc1[nH]c(=O)c(S(=O)(=O)c2ccccc2)c(C)c1Cl	4.0%	-2.0%	-1.6%	-1.7	1.4%	16.6%	31.9%	?	0.3%	.	-3.7%
Cc1nnc(NN)n(N)c1=O	-0.2%	2.3%	1.8%	5.8	-1.9%	-2.2%	-27.4%	.	-2.3%	-15.6%	4.0%
O=C(CCC(=O)Nc1ccccc1)N/N=C/c1cccnc1	3.6%	-1.3%	3.3%	-23.5	-4.7%	-1.5%	3.7%	-22.5%	1.2%	3.1%	-7.0%
CC(C)c1ccc(-c2csc3ncnc(N4CCN(C)CC4)c23)cc1	0.5%	-9.8%	3.9%	-8.5	-1.4%	-35.0%	-15.1%	?	-13.3%	.	-13.4%
Cc1cc(Cl)ccc1NC(=O)CN1C(=O)NC2(CCCc3ccccc32)C1=O (configuration not stated)	4.1%	-7.5%	-0.3%	7.7	-3.9%	-16.5%	.	.	-17.6%	.	.
CC(C)CN1CCN(Cc2cccn2-c2cccnc2)CC1CCO (configuration not stated)	-2.9%	0.5%	0.1%	-9.7	-0.6%	-4.3%	-1.4%	-1.6%	-0.2%	-4.2%	-6.8%
Cn1nccc1NC(=O)Nc1ccccc1	-3.1%	11.2%	0.9%	1.3	-2.0%	11.7%	3.5%	0.6%	4.5%	.	-16.5%
CC1CCN(C(=O)c2[nH]cnc2C(=O)N2CCN(c3ccccc3)CC2)CC1	-0.4%	-11.6%	0.8%	4.6	-2.6%	-4.9%	.	.	0.3%	.	.
O=C(NCC1CCCO1)c1ccccc1OCc1ccc(Cl)cc1 (configuration not stated)	0.0%	2.0%	-1.4%	10.2	3.8%	-15.2%	.	.	-9.1%	.	.
CCOc1ccc2[nH]cc(C(=O)NCCc3ccccc3)c(=O)c2c1	1.2%	.	-0.2%	-6.8	-3.1%	0.0%	-3.4%[1.91 µM]	43.9%[activator]	-10.5%	-4.1%	-12.8%
CC(=O)NCC(=O)NNC1CC(=O)N(c2cccc(Cl)c2)C1=O (configuration not stated)	-0.9%	-2.0%	5.3%	0.9	0.6%	16.8%	17.6%	.	1.3%	-5.6%	-1.6%
Cn1c(SCC(=O)Nc2ccccc2)nnc1C(F)(F)F	-0.7%	3.0%	-2.9%	-13.6	2.1%	0.4%	-21.1%	0.0%	0.4%	0.2%	-1.6%
CCOc1ccc2c(c1)sc(N)[n+]2Cc1cc(C)cc2cccnc12	0.2%	-23.1%	-22.0%	13.1	-14.8%	-78.8%[inhibitor]	?	-28.2%	-3.3%	1.4%	-20.5%
COc1ccc(Cl)cc1NC(=O)N1CCN(c2ccccc2OC)CC1	-0.1%	-3.6%	-4.4%	-13.4	-1.4%	-9.3%	16.5%	.	-2.6%	1.8%	-0.8%
COc1ccc(CN2CCNC(=O)C2CC(=O)NC2CCCC2)c(C)c1C (configuration not stated)	3.9%	-4.6%	0.1%	5.6	2.9%	-0.5%	-0.8%	-18.7%	2.7%	-11.5%[0.46 µM]	-10.2%
COc1ccc(NC(=O)CCNS(=O)(=O)c2ccc3c(c2)CC(C)N3C(C)=O)cc1 (configuration not stated)	-0.6%	21.5%	-1.0%	-4.7	-6.9%	14.9%	8.7%	-4.9%	-1.6%[9.26 µM]	.	-4.7%
Cc1cccc(OCCCC(=O)NCC(=O)Nc2cccc(C)c2C)c1	5.5%	-0.9%	0.5%	-21.9	-4.3%	-3.6%	4.9%	2.3%	0.0%	-1.1%	-8.4%
C#CCOCCOCCOCCNc1nc(N2CCN(C(=O)C([C@@H](C)CC)n3cc(C(N)CC(C)C)nn3)CC2)nc(N2CCN(C(=O)[C@H](CCC(=O)O)n3cc(C(N)[C@H](C)CC)nn3)CC2)n1 (some centres not stated)	0.6%	4.9%	0.4%	9.3	-1.2%	9.8%	-18.9%	?	4.1%	2.6%	5.5%
COc1ccc(C(=O)NC2CCN(S(=O)(=O)c3ccccc3F)CC2)cc1	7.0%	.	-3.3%	-7.6	1.1%	-13.4%	18.2%	9.2%	-7.1%	-4.1%	-0.4%
N#CC1=C(N)C(C#N)(C#N)C(c2ccc[nH]2)C2CCCC=C12 (configuration not stated)	0.9%	29.4%	1.8%	7.3	7.3%	-5.1%	?	-10.4%	-17.8%	3.5%	2.0%
C/C(N)=C(/C#N)C(=O)CSc1nnc(Nc2ccccc2)s1	21.3µM*	4.5%	?	5.1	2µM*	?	?	-18.0%	?	.	-11.4%
OCC1(Cc2ccccc2)CCCN(Cc2cnn(-c3ccccc3)c2)C1 (configuration not stated)	-0.6%	-3.4%	-1.2%	-18.9	-8.8%	-8.3%	-9.6%	-14.3%	-1.7%	4.1%	0.8%
CCCCn1c(=NC(=O)c2ccco2)c(C(=O)OCC)cc2c(=O)n3cccc(C)c3nc21	-0.1%	3.4%	-0.1%	10.7	-4.9%	-11.6%	-6.8%	.	-7.3%	-1.6%	0.8%
COc1ccc(N(C)S(=O)(=O)c2ccc(C)cc2)c([N+](=O)[O-])c1	-1.6%	-2.9%	-10.4%	-12.2	-19.9%	-23.3%	2.8%	-3.7%	-0.5%	-1.8%	-4.1%
Cc1nnc(SCc2cc(=O)oc3cc(O)ccc23)n1Cc1ccccc1	0.6%	0.1%	0.6%	8.7	0.2%	-6.8%	-2.3%	-5.9%	0.0%	-12.6%	-3.4%
